Mcl1 Noxa PPI – disrupts binding of human Mcl-1 to Noxa peptide; Q07820; TR-FRET Mcl-1/Noxa peptide binding, 2 h; inhibition, % at 21.7 µM; 1.5% of 220,000 active; AID 1022;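 active = compounds that cut the protein-peptide binding signal by more than 50% relative to plate controls in a single-dose test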;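 note: His-tagged Mcl-1 with rhodamine Noxa BH3 peptide and terbium anti-His antibody; 0% = Mcl-1 plus Noxa peptide wells and 100% = peptide-only wells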
Bim-Bcl-2 – disrupts Bim peptide binding to human Bcl-2. inhibition, % at 10 µM. Bead-based flow cytometry, Bim peptide-Bcl-2 binding. AID 950. 0.06% of 190,000 active. P10415; in the data active = inhibition above about 40%; inconclusive = no clear call, values can overlap the other calls;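 note: 0% = no compound wells with probe peptide and 100% = reference peptide inhibitor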
Target sequence (P10415 whole entry, looked up): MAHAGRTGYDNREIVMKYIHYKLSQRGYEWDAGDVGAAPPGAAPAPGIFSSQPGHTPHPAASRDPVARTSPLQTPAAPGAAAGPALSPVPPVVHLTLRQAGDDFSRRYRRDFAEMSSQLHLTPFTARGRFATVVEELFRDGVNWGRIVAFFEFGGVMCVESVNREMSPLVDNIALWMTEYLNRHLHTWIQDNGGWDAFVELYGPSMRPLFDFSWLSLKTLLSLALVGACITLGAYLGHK
Mcl1 Bid PPI – disrupts binding of human Mcl-1 to Bid peptide. Q07820. inhibition, % at 21.7 µM. 0.97% of 220,000 active. TR-FRET Mcl-1/Bid-Dy647 peptide binding, 1536-well;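 active = compounds that cut the binding signal by more than half at the single screening dose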;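 note: His-tagged Mcl-1 with europium anti-His antibody binding Bid BH3 peptide; 0% = Mcl-1 plus peptide wells and 100% = peptide-only wells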
Bim-Bcl-W – human Bim-Bcl-W interaction inhibition; Q92843; bead-based flow cytometry, Bim peptide-Bcl-W binding; inhibition, % at 10 µM; 0.02% of 190,000 active; AID 952;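 note: 0% = bound tracer without compound and 100% = peptide blocker; higher means less fluorescent Bim peptide bound to Bcl-W beads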
Target sequence (Q92843 whole entry, looked up): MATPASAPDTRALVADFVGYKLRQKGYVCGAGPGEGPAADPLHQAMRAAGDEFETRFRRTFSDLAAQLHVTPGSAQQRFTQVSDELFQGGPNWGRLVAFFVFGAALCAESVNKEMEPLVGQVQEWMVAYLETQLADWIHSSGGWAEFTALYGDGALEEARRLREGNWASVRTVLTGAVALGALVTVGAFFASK
RGS7-Gao – human RGS7-Galphao interaction regulation | Multiplexed bead flow cytometry, RGS7-Galphao binding; actives lie on both sides | 0.35% of 220,000 active | P09471 | binding response (% of control), % at 10 µM | AID 1439; in the data active = binding response below about 49% or above about 150%; inconclusive = no clear call, values can overlap the other calls; inactive = in between;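 note: fluorescent Galphao held in activated GDP-AlF4 state binding bead-coupled RGS7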
Bfl-1 Bim block – inhibitors of Bim-Bfl-1 interaction, human | AID 1008 | Bead-based flow cytometry, Bim-Bfl-1 binding inhibition | Q16548 | inhibition, % at 10 µM | 0.12% of 190,000 active;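 note: 0% = wells without compound plus tracer and 100% = blocker peptide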
Bcl-XL Bim block – human Bim-Bcl-XL interaction inhibition. Q07817. Bim peptide-Bcl-XL binding, bead flow cytometry, fluorescence. inhibition, % at 10 µM. 0.04% of 190,000 active. AID 1007
Target sequence (Q07817 whole entry, looked up): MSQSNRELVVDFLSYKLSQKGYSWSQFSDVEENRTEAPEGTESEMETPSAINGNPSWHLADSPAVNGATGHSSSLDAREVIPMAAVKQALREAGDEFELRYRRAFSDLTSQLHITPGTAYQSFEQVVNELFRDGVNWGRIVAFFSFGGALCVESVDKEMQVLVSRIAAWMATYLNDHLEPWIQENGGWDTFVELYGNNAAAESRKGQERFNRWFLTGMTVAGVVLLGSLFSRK
Bim-Bcl-B – disrupts Bim peptide binding to human Bcl-B; inhibition, % at 10 µM; bead-based flow cytometry; 0.073% of 190,000 active; Q9HD36;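 note: 0% = tracer peptide without compound and 100% = reference inhibitor peptide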
Target sequence (Q9HD36 whole entry, looked up): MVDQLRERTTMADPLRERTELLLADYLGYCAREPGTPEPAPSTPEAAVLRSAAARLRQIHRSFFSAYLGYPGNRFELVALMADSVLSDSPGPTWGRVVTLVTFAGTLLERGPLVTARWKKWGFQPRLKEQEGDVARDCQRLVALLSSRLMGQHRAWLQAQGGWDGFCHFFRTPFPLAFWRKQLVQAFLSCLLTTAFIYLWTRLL
RGS8-Gao – regulators of human RGS8-Galphao interaction; 0.34% of 220,000 active; response (percent of control binding), % at 10 µM; multiplexed bead flow cytometry, RGS8-Galphao binding; actives lie on both sides; AID 1423; P09471; in the data active = response below about 60% or above about 140%; inactive = in between;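 note: Galphao activated as the GDP aluminium fluoride complex binding bead-coupled RGS8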
Bim-Mcl-1 – inhibitors of Bim-Mcl-1 interaction, human | Q07820 | Bead-based flow cytometry, Bim peptide-Mcl-1 binding | inhibition, % at 10 µM | 0.1% of 190,000 active;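 note: 0% = no compound tracer wells and 100% = peptide blocker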
RGS4-Gao reg – modulates binding of RGS4 to human Galphao | AID 1415 | binding response (% of control), % at 10 µM | 0.33% of 220,000 active | Multiplexed bead flow cytometry; actives lie on both sides; in the data active = binding response below about 49% or above about 150%; inactive = in between;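 note: fluorescent Galphao activated with aluminum fluoride binding bead-coupled RGS4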
Numbers without * were called inactive; ? = inconclusive; / = not tested or not shown. Cut-off read from the data, not from the text of the source, unless noted: active = inhibition above about 40%.

mol	Bcl-XL Bim block	RGS8-Gao	RGS4-Gao reg	RGS7-Gao	Bim-Bcl-W	Bim-Bcl-2	Bfl-1 Bim block	Bim-Mcl-1	Mcl1 Bid PPI	Mcl1 Noxa PPI	Bim-Bcl-B
CN=C1S/C(=C\c2ccc(N3CCCC3)c(F)c2)C(=O)N1C	0.0	100.0	101.5	98.2	2.0	0.0	-1.0	3.0	-12.6	18.7	-4.0
Cc1nc2cc(C(=O)OCC(=O)NC34CC5CC(CC(C5)C3)C4)ccc2n1-c1ccccc1	-3.0	99.9	100.9	99.0	-3.0	-5.0	-13.0	0.0	12.3	30.7	-7.0
O=C(CCCOc1ccc(Cl)cc1Cl)NCC1CCCO1 (centres undefined)	-4.0	95.5	100.5	100.0	1.0	0.0	-2.0	0.0	-3.4	-6.1	-2.0
Cc1occc1C(=O)N=Nc1c(O)[nH]c2ccc(Br)cc12	-1.0	100.2	98.6	97.8	2.0	0.0	-1.0	16.0	35.7	51.3*	-1.0
Nc1cc(-c2nn[nH]n2)ccc1F	-1.0	99.5	100.2	100.8	-1.0	-2.0	-3.0	-1.0	-29.0	34.5	0.0
CCc1nc(SCC(=O)Nc2ccnc3ccccc23)n[nH]1	-3.0	99.8	99.7	99.3	-2.0	-2.0	2.0	-4.0	-24.1	-1.4	-4.0
CCc1cc2c(SCC#N)ncnc2s1	-1.0	101.8	95.4	?	0.0	-3.0	1.0	-5.0	-19.6	25.0	-6.0
CC(C1CC1)N(Cc1ccccc1)C(=O)NC(=O)c1ccc(F)cc1 (centres undefined)	-2.0	97.4	98.4	?	0.0	-2.0	-5.0	-2.0	5.0	0.5	-4.0
COc1ccc(-n2c(C)c(C(C)=O)c3cc(OCC(N)=O)ccc32)cc1	-1.0	105.5	101.9	99.9	-1.0	-4.0	-5.0	0.0	-53.0	1.1	-5.0
CCOc1ccc(OCC)c(NC(=O)CSc2nnc(Cn3cnc4ccccc43)n2C)c1	-2.0	75.9	76.0	77.8	0.0	1.0	-4.0	0.0	3.0	-22.0	-2.0
CCOC(=O)c1cnn(-c2cc(C)nc3c(-c4ccccc4)cnn23)c1N	0.0	98.6	96.9	98.3	0.0	-3.0	-1.0	-3.0	-25.1	9.5	-1.0
COc1ccc(CC(=O)OCC(=O)Nc2ccc(Cl)c(S(=O)(=O)N(C)C)c2)cc1	-1.0	101.0	98.0	?	2.0	-4.0	-3.0	-2.0	-21.8	12.1	-2.0
O=C(Nc1cc(S(=O)(=O)N2CCOCC2)ccc1O)c1ccc(NS(=O)(=O)c2ccc(Cl)s2)cc1	-5.0	100.4	102.5	103.9	-2.0	1.0	0.0	-5.0	-0.4	37.7	-6.0
CCOc1ccccc1CNCc1ccc(F)cc1	-1.0	100.2	98.0	97.2	0.0	0.0	-6.0	-1.0	-27.8	7.3	-3.0
CCCN(CCC)C(=O)COc1cc(=O)n(CC)c2ccccc12	-2.0	100.6	98.1	99.9	4.0	-2.0	-5.0	2.0	-30.2	-4.4	-4.0
Cc1ccc(CNC(=O)C2CC3Cn4c(nc5cc6ccccc6cc54)C3N2C)o1 (centres undefined)	/	90.1	83.3	?	/	/	/	/	-58.9	4.5	/
c1ccc(-c2cccs2)nc1	/	101.1	101.3	?	/	/	/	/	5.8	2.0	/
Cc1ccc(S(=O)(=O)N2CCN(S(=O)(=O)c3ccccc3)C2)cc1	0.0	93.1	88.9	98.3	2.0	-17.0	-12.0	-37.0	-16.2	6.3	-24.0
COCCCN1C(=O)C(=O)/C(=C(/O)c2ccc3c(c2)CC(C)O3)C1c1cccnc1 (centres undefined)	3.0	89.7	95.0	93.5	1.0	5.0	4.0	3.0	-8.7	20.2	5.0
CCOC(=O)c1[nH]c2ccc(C)cc2c1NC(=O)CN1CCCCC1	-1.0	102.9	100.8	100.2	0.0	4.0	-3.0	0.0	/	/	0.0
CCCC(=O)Nc1cc(C(=O)O)ccc1Sc1ccccc1	-1.0	101.5	105.4	106.7	-1.0	-3.0	-2.0	0.0	1.0	20.4	0.0
O=C(OCc1nnc(-c2ccccc2)o1)C1=COCCO1	-2.0	103.1	101.9	100.2	-1.0	-7.0	-9.0	-2.0	-28.5	-2.9	-5.0
COc1ccccc1NS(=O)(=O)c1ccc(O)cc1	-12.0	79.0	86.7	85.6	-3.0	-3.0	-5.0	-6.0	14.3	17.0	-3.0
NNC(=O)Cn1c(-c2nonc2N)nc2ccccc21	-2.0	102.0	103.1	?	1.0	0.0	-3.0	-2.0	-8.5	8.7	-6.0
Cc1cc2ncn(CC(C)C)c2cc1C	-6.0	105.2	104.7	101.4	-1.0	-6.0	-9.0	-2.0	-4.5	16.6	-8.0
CCn1c(SCC(=O)NCCOC)nc2sc3c(c2c1=O)CCCC3	0.0	101.8	98.0	99.8	-1.0	-3.0	-1.0	0.0	3.9	10.7	0.0
COc1ccc(-c2nc3ccccc3c(=O)n2CCOc2cc(C)ccc2C)cc1	-6.0	104.8	105.5	106.2	-3.0	0.0	1.0	-4.0	2.3	-7.0	-2.0
CCOP(=O)(OCC)C(Nc1cccc([N+](=O)[O-])c1)c1ccccc1 (centres undefined)	/	101.2	96.8	?	/	/	/	/	-13.4	5.8	/
CCCCCCN(C(=O)CCCCCN1C(=O)NC(c2ccc(Cl)cc2)C(C(=O)OCc2ccccc2)=C1C)C(C(=O)NCCCC)c1ccc(OCC(=O)OC)c(C(=O)OC)c1 (centres undefined)	-2.0	102.0	101.8	100.9	-1.0	0.0	2.0	-3.0	1.7	2.7	-4.0
O=C(CN1CCN(Cc2ccccc2Cl)CC1)N=Nc1c(O)[nH]c2ccccc12	-9.0	101.7	104.0	105.2	-6.0	-10.0	-15.0	-13.0	-15.8	11.2	-5.0
Cc1ccc2c(c1)C=CC(C#N)N2C(=O)c1ccccc1 (centres undefined)	-2.0	83.5	98.8	94.9	-1.0	1.0	-1.0	-2.0	6.3	5.8	-1.0
Cc1cccc(C(=O)N/N=C/c2ccncc2)c1	2.0	102.7	96.8	99.5	-1.0	1.0	-2.0	0.0	-3.7	2.9	-2.0
O=C(N/N=C\c1cccc(F)c1)c1ccc(Cn2cc(Br)c([N+](=O)[O-])n2)o1	-1.0	104.2	104.7	103.7	-1.0	-4.0	-9.0	-2.0	-23.5	6.4	-2.0
CCO[C@@H]1OC(C(=O)N2CCN(C)CC2)=C[C@H](C2CCCCC2)[C@H]1CCCO	-3.0	99.9	94.8	101.4	0.0	-3.0	-6.0	17.0	-8.0	6.4	-3.0
CC(C)C(C)NC(=O)COc1ccc(S(=O)(=O)N2CCOCC2)cc1Cl (centres undefined)	4.0	95.9	93.9	?	0.0	1.0	3.0	-1.0	-1.9	7.6	0.0
CCOc1ccc(N2C(=O)Nc3ccccc3C2(O)C(=O)NCc2ccc3c(c2)OCO3)cc1 (centres undefined)	0.0	95.4	95.5	93.1	-3.0	-1.0	0.0	-1.0	-6.3	-7.4	0.0
O=C(CN1C(=O)C2CC=CCC2C1=O)NCC(=O)Nc1ccc(F)c(F)c1F (centres undefined)	-4.0	104.8	109.2	?	-1.0	0.0	-5.0	-1.0	-20.5	18.1	-2.0
CCOc1ccccc1N(CC(=O)N1CCOCC1)S(=O)(=O)c1ccccc1	-4.0	103.3	103.4	103.8	5.0	-3.0	-9.0	0.0	5.3	-3.4	-4.0
COc1ccccc1NS(=O)(=O)c1cc(NC(=O)c2sccc2C)ccc1N1CCCC1	-9.0	89.5	93.6	122.1	-2.0	-7.0	13.0	-8.0	-36.6	11.8	-42.0
O=C(CSc1nnc(-c2cccnc2)n1-c1ccc(SC(F)F)cc1)N1CCCc2ccccc21	-5.0	102.5	98.0	98.7	-2.0	-6.0	-15.0	-1.0	-8.0	36.2	-5.0
CC(C)P(=O)(Cc1cccc(C#N)c1)C(C)C	0.0	100.9	100.5	97.4	0.0	4.0	0.0	-3.0	-10.0	7.7	0.0
CCOC(=O)/C(C#N)=C\c1c(C)cc(C)c(COC(C)=O)c1C	-8.0	105.3	104.5	102.5	-2.0	3.0	-10.0	-1.0	-4.4	1.5	-4.0
COc1ccc(-n2c(=O)cc(N3CCN(Cc4ccccc4)CC3)[nH]c2=O)cc1	-12.0	98.0	98.0	99.4	-7.0	-9.0	-10.0	-9.0	-26.8	8.2	-12.0
Clc1cccc(-c2ccc(C=Nc3ccc(N4CCOCC4)cc3)o2)c1Cl	0.0	97.2	97.3	96.9	2.0	2.0	6.0	-2.0	-42.8	24.7	-4.0
Cc1ccccc1CC1(CO)CCCN(C(=O)c2cccc(Cl)c2)C1 (centres undefined)	-5.0	99.5	98.2	99.8	-2.0	-2.0	-6.0	-3.0	-15.0	0.9	-3.0
c1csc(-c2nc(-c3ccc(-c4ccon4)s3)no2)c1	/	99.4	101.1	?	/	/	/	/	4.7	-0.1	/
Cc1c(C(=O)Nc2ccc(F)cc2)c2ccccn2c1CCc1ccncc1	-4.0	97.2	94.3	92.5	-2.0	-9.0	-4.0	-1.0	-25.6	25.0	-7.0
Cc1ccc(S(=O)(=O)N(C)CC(=O)OCC(=O)c2c(N)n(C)c(=O)n(C)c2=O)cc1	-8.0	99.8	98.3	100.6	-5.0	-5.0	-5.0	-8.0	-11.0	1.7	-8.0
CCOc1ccc(-n2c(SCC(=O)Nc3ccccc3C)n[nH]c2=O)cc1	0.0	99.2	97.8	96.6	-1.0	-4.0	-2.0	-1.0	65.0*	-6.2	-7.0
CCn1cc(C(=O)O)c(=O)c2cnc(N3CCN(C(=S)NC(=O)c4ccc(Br)cc4)CC3)nc21	/	98.6	99.1	?	/	/	/	/	-33.4	-3.0	/
COc1ccccc1NC(=O)CCC(=O)c1ccc(-c2ccccc2)cc1	-7.0	99.7	102.0	103.7	-3.0	-6.0	-10.0	-3.0	-8.2	6.6	-9.0
CCOC(=O)C1=C(C)NC(=S)N(C(C)=O)C1c1ccc(Cl)cc1 (centres undefined)	2.0	93.2	71.4	76.3	15.0	21.0	19.0	10.0	-19.1	13.9	3.0
COc1cc2nc(Cl)nc(NCCO)c2cc1OC	/	100.1	97.6	?	/	/	/	/	14.8	-9.9	/
Cc1ccc(N2C(=O)CC(Sc3nc4ccccc4o3)C2=O)cc1Cl (centres undefined)	0.0	98.4	98.5	99.7	0.0	-3.0	-15.0	2.0	-46.9	6.8	-4.0

Full records, looked up by structure. Values in the order: Bcl-XL Bim block, RGS8-Gao, RGS4-Gao reg, RGS7-Gao, Bim-Bcl-W, Bim-Bcl-2, Bfl-1 Bim block, Bim-Mcl-1, Mcl1 Bid PPI, Mcl1 Noxa PPI, Bim-Bcl-B
CCOC(=O)c1[nH]c2ccc(C)cc2c1NC(=O)CN1CCCCC1 as listed: -1.0, 102.9, 100.8, 100.2, 0.0, 4.0, -3.0, 0.0, /, /, 0.0
Cc1cc2ncn(CC(C)C)c2cc1C as listed: -6.0, 105.2, 104.7, 101.4, -1.0, -6.0, -9.0, -2.0, -4.5, 16.6, -8.0
COc1ccc(-c2nc3ccccc3c(=O)n2CCOc2cc(C)ccc2C)cc1 as listed: -6.0, 104.8, 105.5, 106.2, -3.0, 0.0, 1.0, -4.0, 2.3, -7.0, -2.0
